IL-1B inflam inh = inhibitors of inflammasome signaling (IL-1 beta secretion) | activity change, % at 57.5 µM | THP-1 LPS/ATP IL-1B secretion, AlphaLISA, 16 h; stronger effect = lower value | hit rate 4.7% among 360,000; in the data active means activity change below about -50%; inconclusive means mostly about -30% to -49%; further: on the % scale 0 is the no-effect control and ±100 the full control effect
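Secreted IL-1B measured by AlphaLISA bead assay after 16 h compound exposure of THP-1 cells; compounds (final up to 57.5 uM) added 1 h before LPS (250 ng/mL) and ATP (1.25 mM) stimulation; lower signal means less secretion.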
KB-V1 cytotox = kills drug-selected multidrug resistant KB-V1 cells; Potency, µM (series often up to 46.1 µM), for the others: at the top dose activity change, negative = cytotoxicity, actives largely listed as cytotoxic; KB-V1 MDR cells viability, CellTiter-Glo, 72 h; hit rate 3.4% among 400,000; further: potency means the concentration at half of the fitted maximal effect; on the % scale 0 is the no-effect control and ±100 the full control effect; nearly all actives have a fitted effect of over 60% in size
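Compound-treated KB-V1 multidrug-resistant cells, 72 h, 37 degrees C; viability by CellTiter-Glo. Fitted qHTS curves give the values.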
MCF10A rereplic = induces DNA re-replication in MCF 10a normal breast cells | MCF 10A DNA re-replication, Hoechst nuclear intensity, 48 h | AID 624296 | Potency, µM (series often up to 46.1 µM), without a hit: top-dose activity, positive = re-replication, hits mostly activators | hit rate 2.9% among 350,000; further: potency means the concentration at half of the fitted maximal effect; % of control where 0% means no effect; nearly all actives have a fitted effect of over 50% in size
HEK293 tox = cytotoxicity in counter-screen for GLP-1R inverse agonists; HEK293 cAMP-luciferase reporter cells, luminescence, 24 h; Potency, µM (series often up to 38.3 µM), for inactives: at the highest dose activity change, negative = inhibition, most hits filed as inhibitors; hit rate 0.13% among 410,000; AID 624418;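 further: loss of luciferase light is scored as toxicity; potency means the concentration at half of the fitted maximal effect; on the % scale 0 is the no-effect control and ±100 the full control effect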
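Compound-treated cells are incubated 24 hr at 37 deg C under 5% CO2 after a 12 hour attachment period, then luciferase detection reagent is added and luminescence is measured following 12 min at room temperature; lowered signal indicates toxicity.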
D3 ag = agonists of human D3 dopamine receptor. D3R DiscoveRx beta-arrestin cells, luminescence, 90 min. max activation, %. hit rate 0.58% among 410,000. AID 652048; in the data active means max activation above about 30%; further: 0% is about no effect; mostly tested at two doses, the higher about 12 µM
Target sequence (P35462 whole entry, looked up): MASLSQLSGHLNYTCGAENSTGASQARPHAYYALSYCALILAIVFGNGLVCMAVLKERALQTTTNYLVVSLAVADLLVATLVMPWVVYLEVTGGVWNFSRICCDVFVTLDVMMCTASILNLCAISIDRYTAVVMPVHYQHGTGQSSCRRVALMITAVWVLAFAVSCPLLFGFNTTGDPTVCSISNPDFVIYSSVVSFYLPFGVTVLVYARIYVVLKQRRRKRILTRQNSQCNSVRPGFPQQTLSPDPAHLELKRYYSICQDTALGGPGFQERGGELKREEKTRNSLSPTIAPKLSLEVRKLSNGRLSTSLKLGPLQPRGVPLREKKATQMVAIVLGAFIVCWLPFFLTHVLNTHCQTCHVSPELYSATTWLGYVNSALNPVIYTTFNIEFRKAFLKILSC
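Agonist mode: compounds and dopamine controls were applied to plated cells for 90 min at 37 degrees C after an overnight attachment at 1500 cells/well. Luminescent read-out followed 30 - 60 minutes at room temperature with DiscoveRx detection reagent.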
KB-3-1 tox = KB-3-1 parental cell cytotoxicity; KB-3-1 viability, CellTiter-Glo ATP luminescence, 72 h; Potency, µM (top dose mostly 46.1 µM), for inactives: at the highest dose activity change, negative = cytotoxic, usual class: cytotoxic; hit rate 1.4% among 400,000; AID 1347075; further: potency means the concentration at half of the fitted maximal effect; on the % scale 0 is the no-effect control and ±100 the full control effect; nearly all actives have a fitted effect of over 60% in size
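Parental KB-3-1 adenocarcinoma cells in phenol-red-free DMEM with 10% FBS were pin-treated with compounds at several concentrations, incubated 72 h at 37 °C, and viability read by CellTiter-Glo luminescence; concentration-effect curves were fitted after normalization.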
HT1080-NT tox = kills 2HG-producing HT-1080-NT fibrosarcoma cells. Potency, µM (series often up to 46.1 µM), for inactives: at the top dose activity, negative = less viability, usual class: cytotoxic. hit rate 1.6% among 360,000. HT-1080-NT fibrosarcoma viability, CellTiter-Glo ATP luminescence, 48 h. AID 686970;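 further: NT is the 2HG producing partner of a matched IDH1 knockdown line; potency means the concentration at half of the fitted maximal effect; 0% = DMSO-treated cells and -100% = media-only wells without cells; nearly all actives have a fitted effect of over 55% in size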
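HT-1080-NT; 750 cells/well; 5% FBS RPMI; 48 h compound, 37 degrees C; CellTiter-Glo luminescence; curve fitting and curve-class assignment.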
HT1080 IDH1KD tx = kills HT-1080 cells with IDH1 knockdown; HT-1080 IDH1 knockdown viability, ATP luminescence, 48 h; Potency, µM (highest dose often 46.1 µM), for inactives: at the top dose activity, negative = toxicity, actives largely listed as cytotoxic; hit rate 2% among 360,000; AID 686971;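 further: potency means the concentration at half of the fitted maximal effect; 0% = DMSO wells and -100% = cell-free medium wells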
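CellTiter-Glo luminescence after 48 h compound exposure at 37 degrees C of IDH1-knockdown HT-1080 cells in 5% FBS RPMI. %Activity scaled between DMSO wells and cell-free media wells, with curves fitted and assigned curve classes.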
SW480 rerep = inducers of DNA re-replication in SW480 colon cancer cells; SW480 DNA re-replication, Hoechst DNA content imaging, 48 h; Potency, µM (highest dose often 46.1 µM), inactives show at the highest dose re-replication activation, most hits filed as activators; hit rate 1.8% among 340,000; further: potency means the concentration at half of the fitted maximal effect; % of control where 0% means no effect; nearly all actives have a fitted effect of over 55% in size
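Image-based read-out: total Hoechst fluorescence of nuclei (405 nm excitation, 500-530 nm emission), with hits raising the fraction of high-intensity nuclei. SW480 colon cells incubated 48 hr with compounds at 37 C.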
* = called active by the depositor; ? = inconclusive; · = no result given; & = joins results of further samples; [ ] = another dose, or the depositor's remark. Unless noted, the call rests on the fitted dose curve; in most records, active means well fitted curve in the direction sought with a large enough effect; inconclusive means small, poorly fitted or top-dose-only effect, or another doubt; inactive means no such curve, though single readings can be large; an effect the other way counts as inactive or inconclusive. Not a hit list, and some 11% of all compounds hit somewhere here.

Results follow in this order: IL-1B inflam inh	KB-V1 cytotox	MCF10A rereplic	HEK293 tox	D3 ag	KB-3-1 tox	HT1080-NT tox	HT1080 IDH1KD tx	SW480 rerep
> Cc1cc(C(=O)COC(=O)CCc2nc3ccccc3s2)c(C)n1C
  -6	0%	2%	-1%	4	-2%	-5%	-4%	8%
> CCCCN(C(=O)CCCc1nc2ccccc2c(=O)[nH]1)c1c(N)n(CCCC)c(=O)[nH]c1=O
  10	-1%	-2%	1%	-6	?	8%	3%	-1%
> Cc1c(Cl)c(=O)oc2cc(OC(C)C)ccc12
  3	21µM*	0%	9%	2	-5%	2%	-2%	-2%
> Cc1sc2nc3c4ccccc4c(NCc4ccco4)nn3c(=O)c2c1C
  2	20%	2.6µM*	70%[activator]	0	7%	-24%	-22%	4.6µM*
> O=C(NN=Cc1ccccc1)NN=Cc1ccccc1
  -25	-2%	-28%	1%	-7	1%	14%	7%	-5%
> Nc1nc(=O)n(C2CCCCO2)cc1Br (configuration not stated)
  3	-1%	-9%	-13%	4	16%	9%	10%	-6%
> COc1ccc(NC(=O)C2=C(C)Nc3ncnn3C2c2ccccc2C(F)(F)F)c(OC)c1 (configuration not stated)
  5	21%	-7%	-12%	0	10%	6%	12%	10%
> CCC(=O)c1ccc(OCC(O)Cn2cnc3ccccc32)cc1 (configuration not stated)
  -16	0%	-2%	-20%	-11	-23%	-1%	-8%	1%
> CCN(CC)S(=O)(=O)c1ccc2[nH]cc(C(=O)NCCCN3CCCCC3C)c(=O)c2c1 (configuration not stated)
  -2	-4%	4%	17%	7	17%	-3%	25%	-4%
> CCOc1ccc(C(=O)Nc2sc3c(c2C(=O)OC)CC(C)(C)NC3(C)C)cc1
  -16	43%	0%	20%	5	14%	-15%	-16%	1%
> COc1cc(CC2C(=O)Nc3ccccc32)cc(C)c1O (configuration not stated)
  49	-2%	1%	-2%	1	-10%	6%	1%	12%
> COc1cc(NC(=O)c2ccccc2NS(=O)(=O)c2ccc(Cl)s2)cc(OC)c1
  ?	10µM*	15µM*	-14%[1.53 µM]	1	?	?	?	6%
> Cc1ccc(C(=O)CN2C(=O)NC3(CCc4ccccc43)C2=O)s1 (configuration not stated)
  11	-10%	2%	-14%	-1	1%	9%	12%	-3%
> O=C1CSc2nc3ccccc3n21
  0	?	-20%	11%	-1	-7%	15%	-1%	2%
> COc1ccc(NC(=O)c2ccco2)cc1NC(=O)c1ccco1
  -3	-15%	2%	-16%	5	3%	9%	12%	2%
> CCC(C)(C)NC(=O)C(c1ccccn1)N(C(=O)c1csnn1)c1ccc(C)c(C)c1 (configuration not stated)
  5	-11%	4%	0%	0	-1%	-8%	-2%	134%[1.84 µM]
> Nc1nc(-c2ccccc2)c(CCCNc2ccccc2)c(=O)[nH]1
  5	-12%	10%	-19%	-7	0%	-2%	-1%	?
> COc1ccc2[nH]c3nc(SCc4nnc(-c5ccc(C)cc5)o4)nnc3c2c1
  21	?	?	-20%	0	?	?	?	?
> CCCCCC(=O)NN1C(=S)N(c2ccc(OC)cc2)C(=O)C1CC(=O)Nc1ccccc1 (configuration not stated)
  2	1%	0%	4%	11	16%	0%	2%	-12%
> COc1cc(S(=O)(=O)N(Cc2ccc(C)cc2)C2CCCCC2)ccc1-n1cnnn1
  15	-10%	5%	10%	-1	-1%	3%	-4%	0%

Later entries:
Results follow in this order: IL-1B inflam inh	KB-V1 cytotox	MCF10A rereplic	HEK293 tox	D3 ag	KB-3-1 tox	HT1080-NT tox	HT1080 IDH1KD tx	SW480 rerep
> CCCS(=O)(=O)N1CCCC(C(=O)NCCN(C)Cc2ccccc2)C1 (configuration not stated)
  -15	0%	-4%	2%	-24	-4%	0%	0%	0%
> CN(CC(=O)Nc1ccccc1Br)CC(=O)Nc1ccccc1C(F)(F)F
  70	-6%	4%	-12%	11	12%	4%	4%	-4%
> COCCN1C(=O)N[C@@H](CCc2ccccc2)[C@H](C(C)=O)[C@H]1C
  43	-13%	0%	-3%	3	7%	11%	11%	-10%
> O=C(CN1CCOCC1)N1c2ccccc2Sc2ccccc21
  19	-1%	0%	2%	1	-1%	-2%	2%	?
> COc1ccccc1NC(=S)N(CCN1CCCCCC1)Cc1cccs1
  -13	?	-3%	-27%	-22	-19%	-11%	-7%	7%
> Nc1ccccc1SCCS(=O)(=O)c1ccc(Cl)cc1
  -9	?	-2%	-34%	-4	1%	3%	7%	-23%
> C/C(CCc1ccc2c(c1)OCO2)=N\N=C1\NC(=O)CC(C(=O)Nc2ccc(Cl)cc2)S1 (configuration not stated)
  19	0%	12%	-11%	11	7%	-2%	2%	-2%
> CC1(CCc2ccc3c(c2)OCO3)NCCc2c1[nH]c1ccccc21 (configuration not stated)
  -57*	?	?	-22%	-17	-13%	-26%	-19%	?
> COc1cccc(-c2cc(C(=O)N3CCN(c4ccccc4OC)CC3)no2)c1
  27	?	2%	9%&-4%	6&8	0%&7%	-5%	-5%	-4%
> CCCCCCNc1nc(-c2ccc(OC)cc2)c(CCC(=O)O)s1
  6	11%	1%	0%	-4	8%	9%	11%	1%
> Cc1cccc(C(=O)O/N=C(\N)CS(=O)(=O)c2ccccc2)c1
  22	0%	0%	-6%	2	12%	9%	8%	-7%
> O=C(NCc1cccnc1)c1cc(C2CCCN(C(=O)c3ccccn3)C2)on1 (configuration not stated)
  -15	3%	·	-2%	-5	0%	0%	0%	·
> O=C(NCc1ccncc1)C(=O)C1C(=O)Nc2ccccc21 (configuration not stated)
  17	15%	-26%[9.22 µM]	14%	-6	8%	0%	0%	9%
> COc1ccc(/C(N)=N/OC(=O)c2ccc3c(c2)OCO3)cc1OC
  -62*	17%	-2%	-27%	10	1%	?	0%	?
> Cn1nnc2cc(C(=O)Nc3ccccc3)ccc21
  9	-6%	-3%	5%	-3	-1%	16%	11%	-4%
> Cc1ccc([N+](=O)[O-])cc1S(=O)(=O)N1CCn2cccc2C1c1ccccc1 (configuration not stated)
  ·	-23%	·	5%	-9	0%	·	·	·
> Cc1ccc(CS(=O)(=O)CCC(=O)NCc2cccs2)cc1
  -5	-8%	-4%	5%	0	-1%	-8%	2%	?
> COc1ccc(C(CNC(=O)C(C)Oc2ccc(Br)cc2)N2CCCCC2)cc1 (configuration not stated)
  -6	?	19%	0%	-18	-3%	4%[9.24 µM]	-8%	-27%
> O=C1CN(C(=O)c2ccccc2C(=O)O)c2ccccc2N1
  -2	-1%	?	1%	0	-1%	0%	17%	-2%
> COCCNC(=O)CSc1n[nH]c(=O)n1CCc1ccccc1
  61	1%	-9%	-2%	4	3%	1%	-1%	-4%

A second format for some results above.
Structure | IL-1B inflam inh | KB-V1 cytotox | MCF10A rereplic | HEK293 tox | D3 ag | KB-3-1 tox | HT1080-NT tox | HT1080 IDH1KD tx | SW480 rerep
O=C(NCc1ccncc1)C(=O)C1C(=O)Nc2ccccc21 (configuration not stated) | 17 | 15% | -26%[9.22 µM] | 14% | -6 | 8% | 0% | 0% | 9%
COCCNC(=O)CSc1n[nH]c(=O)n1CCc1ccccc1 | 61 | 1% | -9% | -2% | 4 | 3% | 1% | -1% | -4%
CCCCCCNc1nc(-c2ccc(OC)cc2)c(CCC(=O)O)s1 | 6 | 11% | 1% | 0% | -4 | 8% | 9% | 11% | 1%

(further entries)
Results follow in this order: IL-1B inflam inh	KB-V1 cytotox	MCF10A rereplic	HEK293 tox	D3 ag	KB-3-1 tox	HT1080-NT tox	HT1080 IDH1KD tx	SW480 rerep
> O=S(=O)(c1ccc(Cl)cc1)N1CCC2(CC1)OCCO2
  -13	13%	-2%	-1%	1	3%	-1%	4%	0%
> Cc1ccccc1NC(=S)N(CCN1CCCCC1)Cc1ccco1
  16	-7%	16%	-1%	-17	-2%	9%	1%	2%
> CCN1CCN(CC2COc3ccccc3O2)CC1 (configuration not stated)
  7	5%	-4%	3%	-9	-2%	6%	0%	5%
> CCC(C)[C@H]1COCCS(=O)(=O)N1Cc1ccccc1F (some centres not stated)
  7	3%&-18%	6%	-15%	-14	3%&-6%	2%	-1%	0%
> CC(Sc1nnc(-c2ccc(C(C)(C)C)cc2)n1C)C(N)=O (configuration not stated)
  17	1%	1%	-15%	-10	-9%	-8%	-3%	-6%
> CN(C)S(=O)(=O)c1ccc(N2CCCC2)c(C(=O)NNC(=O)c2ccccc2)c1
  1	-7%	5%	1%	2	0%	-6%	-2%	9%
> COc1ccccc1N1CCN(C(=O)CSc2nnc(NC(=O)C(C)C)s2)CC1
  -14	?	-5%	-2%[7.66 µM]	2	11%	17%	1%	-3%
> Cc1nn(CC(=O)NNC(=S)NCC2CCCO2)c(C)c1Br (configuration not stated)
  9	6%	7%	-9%	2	-5%	10%	7%	3%
> Cc1ccc(O)c(NC(=O)CSc2n[nH]c(-c3ccccc3)n2)c1
  88	-8%	8%	-22%	4	-2%	-8%	-22%	1%
> Cc1noc(C)c1COC(=O)c1cnc(Cl)c(Cl)c1
  -54*	-12%	?	8%	4	-4%	?	?	?
> CC(C)c1nc2n[nH]c(N)c2c2c1CCCC2
  -7	-18%	18%	75%[activator]	-2	13%	-1%	2%	-1%

Screening results (PubChem)
